Efflux pump inh: blocks antifungal efflux pumps in multiplex yeast assay. S. cerevisiae Candida pump triplex, Nile Red efflux. inhibition, % at 10 µM. 330,000 tested, 0.44% active. AID 485275;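 active = plate passing quality check with inhibition over a set limit, or well fluorescence over plate mean plus 4 SD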;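 also: Nile Red retained in pooled yeast measured as flow cytometry median fluorescence; 0% = buffer negative control and 100% = Enniatin B positive control; higher means more Nile Red kept so more efflux inhibition; some compounds called inactive have numbers as strong as hits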
HCV core dimer: HCV core protein dimerization inhibition; TR-FRET GST/Flag-core106 dimerization, 1536-well; 300,000 tested, 0.33% active; inhibition, % at 5 µM;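 active = inhibition above the mean of all tested compounds plus 3 SD, set per screening campaign, cut at about 45% in these data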
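Assay system: GST-tagged and Flag-tagged HCV core protein residues 1-106 / Times: compound-protein-antibody incubation 4 h at 22.5 °C / Signal: time-resolved FRET, ex 340 nm, em 617 and 671 nm / Evaluation: % inhibition based on acceptor/donor emission ratio / Benchmarks: wells lacking GST-core106 and wells with excess unlabelled core106 / Repeats: singlicate, one well per compound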
TPT1 inhibitor: C. albicans TPT1 enzyme inhibition; 300,000 tested, 0.81% active; inhibition, % at 5 µM; recombinant caTPT1, FP RNA substrate dephosphorylation;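 active = inhibition above the mean of all tested compounds plus 3 SD, set per screening campaign, cut at about 24% in these data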;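 also: plate controls were DMSO alone for no effect and ferristatin control at 100 nM for full effect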
ZTA DNA inh: counter-screen for EBNA-1 inhibitors: inhibitors of Epstein-Barr virus ZTA; P03206; ZTA-DNA binding, fluorescence polarization; 320,000 tested, 0.15% active; inhibition, % at 11 µM; AID 2234; in the data active = inhibition above about 33%
Target sequence (P03206 whole entry, looked up): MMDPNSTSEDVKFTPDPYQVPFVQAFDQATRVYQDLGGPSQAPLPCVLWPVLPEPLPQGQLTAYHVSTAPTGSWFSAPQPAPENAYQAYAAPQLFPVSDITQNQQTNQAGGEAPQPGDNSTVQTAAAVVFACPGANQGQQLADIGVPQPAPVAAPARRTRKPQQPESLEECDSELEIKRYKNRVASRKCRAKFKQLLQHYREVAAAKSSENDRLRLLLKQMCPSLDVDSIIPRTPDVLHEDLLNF
PP1 inh: PP1-alpha (human) inhibition in PP5 counter-screen; P62136; purified PP1alpha, OMFP fluorescence; inhibition, % at 6.7 µM; 320,000 tested, 0.9% active;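 active = inhibition above the mean inhibition of all tested compounds plus 3 SD, computed separately for each screening campaign, cut at about 15% in these data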
Target sequence (P62136 whole entry, looked up): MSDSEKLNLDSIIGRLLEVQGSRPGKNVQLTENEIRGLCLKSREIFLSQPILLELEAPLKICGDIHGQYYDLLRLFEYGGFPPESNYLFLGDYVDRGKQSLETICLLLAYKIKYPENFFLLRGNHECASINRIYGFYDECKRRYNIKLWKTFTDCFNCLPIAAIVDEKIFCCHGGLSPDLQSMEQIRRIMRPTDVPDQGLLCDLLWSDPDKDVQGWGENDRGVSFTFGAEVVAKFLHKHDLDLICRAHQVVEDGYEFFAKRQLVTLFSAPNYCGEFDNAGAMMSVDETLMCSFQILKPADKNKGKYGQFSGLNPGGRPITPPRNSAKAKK
PP5 inh: inhibitors of human protein phosphatase 5 (PP5) | P53041 | purified PP5c, OMFP substrate fluorescence | inhibition, % at 6.7 µM | 320,000 tested, 0.18% active;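 active = inhibition above the campaign's mean inhibition across all tested compounds plus 3 SD, cut at about 9.5% in these data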;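 also: 0% = DMSO only and 100% = 100 µM cantharidin control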
Target sequence (P53041 whole entry, looked up): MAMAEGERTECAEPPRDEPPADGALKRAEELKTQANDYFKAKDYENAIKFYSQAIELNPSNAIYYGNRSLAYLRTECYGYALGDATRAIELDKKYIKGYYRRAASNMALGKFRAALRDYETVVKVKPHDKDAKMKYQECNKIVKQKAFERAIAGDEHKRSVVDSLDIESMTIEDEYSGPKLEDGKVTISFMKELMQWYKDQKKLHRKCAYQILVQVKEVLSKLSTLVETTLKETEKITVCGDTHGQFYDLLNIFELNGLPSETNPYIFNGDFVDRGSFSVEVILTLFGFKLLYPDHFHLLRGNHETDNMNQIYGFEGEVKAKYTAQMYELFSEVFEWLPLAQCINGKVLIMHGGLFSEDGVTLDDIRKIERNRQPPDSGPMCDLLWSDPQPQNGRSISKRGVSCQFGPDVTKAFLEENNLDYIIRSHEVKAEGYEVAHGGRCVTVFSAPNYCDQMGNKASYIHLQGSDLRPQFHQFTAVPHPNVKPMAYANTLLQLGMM
PREPL inhibitor: human PREPL enzyme inhibition | AID 2751 | 320,000 tested, 0.68% active | inhibition, % at 5.96 µM | Q4J6C6 | recombinant PREPL, fluorescence polarization activity-based probe; in the data active = inhibition above about 43%;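 also: 0% = enzyme with DMSO and 100% = wells lacking enzyme; many of its hits are not listed in these tables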
CTSL1 counter: cathepsin L1 inhibition, PFM18AAP counter-screen. recombinant F. hepatica cathepsin L1, Z-Leu-Arg-MCA fluorescence. 300,000 tested, 0.49% active. inhibition, % at 5.96 µM. AID 1906;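 active = inhibition above the mean of all tested compounds plus 3 SD, set per screening campaign, cut at about 17% in these data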;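 also: 0% = plate median of test compound wells and 100% = 1 µM Z-Phe-Ala-diazomethylketone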
EBNA-1 inhibitor: blocks EBNA-1 binding to DNA; EBNA-1 DNA binding, fluorescence polarization; inhibition, % at 14.8 µM; 300,000 tested, 0.34% active; AID 1950; in the data active = inhibition above about 28%
* hit, by the source's call; / = no result given.

The opening 3 records as a preview:
canonical_smiles	Efflux pump inh	HCV core dimer	TPT1 inhibitor	ZTA DNA inh	PP1 inh	PP5 inh	PREPL inhibitor	CTSL1 counter	EBNA-1 inhibitor
CCc1c(C)nc(SCC(=O)Nc2ccc(Br)cc2)[nH]c1=O	-0.5	2.4	-4.5	-15.8	2.0	2.5	13.6	5.9	1.8
O=C(CC1SC(=NCCc2ccccc2)N(/N=C/c2cccs2)C1=O)Nc1ccc(Cl)cc1 (stereo not drawn)	0.0	9.5	4.8	1.3	2.5	2.8	3.6	3.6	13.3
C(=Nc1ccc(N2CCOCC2)cc1)c1c[nH]c2ccccc12	-0.1	-3.7	0.0	-13.9	-0.8	0.6	21.6	0.7	8.2

All compounds of this part, previewed entries included:
canonical_smiles	Efflux pump inh	HCV core dimer	TPT1 inhibitor	ZTA DNA inh	PP1 inh	PP5 inh	PREPL inhibitor	CTSL1 counter	EBNA-1 inhibitor
CCc1c(C)nc(SCC(=O)Nc2ccc(Br)cc2)[nH]c1=O	-0.5	2.4	-4.5	-15.8	2.0	2.5	13.6	5.9	1.8
O=C(CC1SC(=NCCc2ccccc2)N(/N=C/c2cccs2)C1=O)Nc1ccc(Cl)cc1 (stereo not drawn)	0.0	9.5	4.8	1.3	2.5	2.8	3.6	3.6	13.3
C(=Nc1ccc(N2CCOCC2)cc1)c1c[nH]c2ccccc12	-0.1	-3.7	0.0	-13.9	-0.8	0.6	21.6	0.7	8.2
Cc1ccc(NC(=O)CCc2ccc(S(=O)(=O)N3CCOCC3)cc2)c(C)c1	0.0	-3.8	-2.8	3.6	-5.0	1.1	2.1	-1.2	-4.7
Cc1cccc(-n2nnc(C(=O)NCc3ccccn3)c2N)c1	0.0	3.2	0.2	-12.3	-1.2	0.5	-6.2	-7.0	1.2
O=C(CCC1CCCC1)NCCS(=O)(=O)N1CCN(c2ccc(F)cc2)CC1	0.2	-1.9	-0.9	1.3	1.1	1.5	-14.8	2.0	-5.8
O=[N+]([O-])c1ccc(/C=N/n2c(-c3ccccc3)n[nH]c2=S)cc1	-0.1	5.4	-0.2	4.4	6.3	2.2	1.3	3.2	-8.0
CCCCN1C(=O)c2ccc(C(=O)NC3=NCCS3)cc2C1=O	0.3	-0.7	3.2	4.8	-0.1	1.8	13.4	3.1	-11.6
CS(=O)(=O)N(CC(=O)N1CCCC1)c1ccc2c(c1)OCCO2	0.1	1.6	-0.9	-8.1	-5.2	4.8	2.4	-3.6	-8.2
CC(C)CC(NS(=O)(=O)c1ccc2c(c1)oc(=O)n2C)C(=O)N1CC=C(c2ccccc2)CC1 (stereo not drawn)	0.1	6.7	-1.1	3.0	0.4	0.0	5.9	77.5*	-4.4
CCOC(=O)/C(C#N)=C1/C=C(C)c2ccccc2N1	-0.1	-0.8	-2.2	1.5	0.6	1.6	-12.2	2.0	1.1
O=C(NNc1ccccn1)c1ccccc1CC[N+](=O)[O-]	-0.4	9.1	0.4	15.4	3.3	0.8	6.4	3.6	10.6
COc1cccc(NC(=O)C(OC(=O)c2ccccc2NS(=O)(=O)c2cccs2)c2ccccc2)c1 (stereo not drawn)	0.1	32.6	1.4	9.4	-0.6	0.5	-10.1	2.8	3.3
COC(=O)c1cn(NC(=O)CCC2CCCC2)c(=O)c2ccccc12	-0.1	-3.5	-3.3	9.0	-1.1	1.8	1.4	2.8	-3.9
COCCN(C(=O)CSCc1ccccc1)c1c(N)n(Cc2ccccc2)c(=O)[nH]c1=O	0.0	2.2	2.5	9.7	-0.1	2.6	6.6	1.1	-1.0
Cc1ccc(C(=O)CNc2cccc([N+](=O)[O-])c2)cc1	0.0	15.7	-20.3	-3.8	5.8	-1.1	8.0	-11.7	-15.0
CCC(C)NC(=O)c1ccc(NC(=O)C2CCCO2)cc1 (stereo not drawn)	-0.1	3.7	-1.7	-4.0	-5.4	-7.9	1.3	13.0	-13.8
O=C(N/N=C/c1cc(Cl)ccc1O)c1cccnc1	0.0	-3.1	3.1	-7.0	-3.1	5.0	4.2	2.3	-2.7
CCCCN(CC)C(=O)/C=C/c1cccc([N+](=O)[O-])c1	0.1	-2.4	2.4	5.2	-1.1	-1.7	4.3	-2.5	1.5
Cn1c(-c2ccccc2)cnc1SCC(N)=O	-0.1	4.8	-0.3	0.4	0.4	2.4	0.6	-2.8	1.6
CN1CCC(N(C)S(=O)(=O)c2ccc(NC(=O)COc3cccc(Cl)c3)cc2)CC1	0.0	-3.1	-2.8	5.9	-2.3	1.2	23.3	1.7	-9.6
CCc1nc2ccccc2c(C(=O)Nc2ccc(F)cc2)c1C	0.0	-8.7	-2.7	0.4	-1.2	-1.4	11.5	0.3	1.1
CCOC(=O)C1C(=O)C=C(c2ccc([N+](=O)[O-])cc2)CC1c1ccccc1 (stereo not drawn)	0.3	25.3	-1.7	-5.4	4.4	5.2	-13.2	1.0	-6.8
O=C(NN1C(=O)c2ccccc2C1=O)c1ccncc1	0.0	-2.3	0.3	-3.3	-4.9	-2.6	3.6	0.3	-9.1
COC(=O)CCC(=O)Nc1nc(-c2ccccc2)cs1	0.1	2.7	3.1	-8.3	-3.8	3.8	-6.4	-0.3	0.5
COc1ccc(/C=N/N2CCN(C)CC2)c(OC)c1OC	-0.1	-2.1	-0.8	18.4	-4.3	-2.3	5.3	0.0	-0.8
Cc1cccc(NC(=O)CSc2nnc(CNC(=O)c3ccco3)n2C)c1	-0.2	1.0	-2.2	-12.0	-2.1	-0.2	4.1	0.7	9.7
Cc1nc2ccc(F)cc2cc1C(=O)Nc1ccc(Cl)c(Cl)c1	0.1	6.0	11.7	19.1	-1.8	-0.6	0.9	-4.5	4.8
Cc1cccc(N(CC(=O)NC2CCCC2)C(=O)c2cc3cc4cccc(C)c4nc3s2)c1C	0.1	-4.8	-0.8	-7.9	-1.9	2.5	0.9	-1.4	-9.3
OC(CN1C2=NCCN2c2ccccc21)c1ccc(Br)cc1 (stereo not drawn)	0.0	0.1	-0.2	-6.3	-1.8	3.2	-12.3	-0.2	-14.2
CC1CCC2C(=O)N(c3ccc(NC4CCCCC4)c([N+](=O)[O-])c3)C(=O)C2C1 (stereo not drawn)	-0.2	15.9	0.2	15.0	-0.8	0.5	3.6	4.0	1.8
Cc1ccc(-n2ncc(C(=O)NCC3CCN(C4CCCC4)C3)c2C2CCN(C(=O)OC(C)(C)C)CC2)cc1 (stereo not drawn)	0.2	-6.6	2.1	3.7	-3.4	1.7	-32.1	-6.9	-22.9
Cc1cc2ncn(C(=O)N3CCCC3)c2cc1C	0.1	1.5	-1.8	-0.3	-5.2	-0.7	3.5	1.2	-4.9
NC1=NC[C@H](c2ccccc2)N1CCCCC1CCCCC1	0.1	-5.9	0.2	33.0*	8.5	-3.1	-3.6	3.5	6.0
CC[N+](C)(CC)CCC[n+]1c(-c2ccccc2)c2cc(N)ccc2c2ccc(N)cc21	0.2	-18.5	-27.7	76.6*	13.0	6.7	65.2*	107.8*	13.9
CCOC(=O)c1c(C)nc2ncccn12	-0.2	-4.5	-1.9	4.0	-4.3	0.3	1.9	-2.4	-7.4
Cc1occc1C(=O)Nc1ccc(OCc2ccccc2)cc1	-0.2	-1.9	-1.6	-7.5	4.0	4.0	10.4	-4.4	2.9
O=C(O)c1ccc(CNC(=S)Nc2ccccc2)cc1	-0.1	-1.4	-2.0	8.7	-2.0	-0.9	-6.2	-0.3	-5.4
CCCC(=O)Nc1ccc(OCC(=O)OC)cc1	0.0	-1.9	-4.9	6.8	5.5	1.2	4.0	3.4	6.8
CCOC(=O)C1(CCc2ccccc2)CCN(Cc2ccc(OC)cc2)CC1	1.5	-2.1	0.8	2.4	-7.6	1.2	-41.0	0.2	-4.7
Cn1c(SCc2ccccc2Cl)nnc1-c1cnccn1	0.0	1.3	-5.0	-7.9	2.2	1.2	14.4	-2.2	2.0
CC(C)NCC(O)COc1ccc(COCCOC(C)C)cc1 (stereo not drawn)	-0.1	-0.5	-0.7	-5.8	-2.6	-0.6	0.3	-6.2	-3.2
COc1ccc(CCN(Cc2cccs2)S(=O)(=O)c2ccc(-n3cnnn3)cc2)cc1OC	-0.1	2.1	-2.1	11.7	-1.4	1.5	7.5	3.3	6.9
CCCCN1CN(Cc2ccccc2)CNC1=S	0.1	-3.1	0.9	0.5	-2.8	1.1	-6.3	-4.0	-1.7
Cc1ccc(C2=N/C(=C/N3CCOCC3)C(=O)O2)cc1	0.1	-5.2	-1.5	-0.1	-4.6	2.8	3.6	1.3	3.7
CCCn1c(N)c(C(=O)CSc2nc3ccccc3s2)c(=O)[nH]c1=O	0.3	-4.1	2.4	7.1	-3.8	-2.6	0.6	-10.5	6.2
O=C(Cc1cccc(F)c1)N1CCCC(CO)(Cc2ccc(F)cc2F)C1 (stereo not drawn)	0.0	-1.1	0.6	-2.5	-2.0	-0.4	-4.1	1.0	-1.9
COc1ccc(-c2nc(CC(=O)Nc3cccc(S(=O)(=O)NC4=NCCC4)c3)cs2)cc1	0.4	/	/	6.4	0.7	1.9	-8.1	/	/
Cc1sc(N)nc1-c1ccc(Oc2ccccc2)cc1	0.1	18.9	0.3	13.9	-0.4	2.5	8.6	4.1	1.1
CC1=C([N+](=O)[O-])C(c2ccc(Cl)cc2)NC(=O)N1C (stereo not drawn)	0.1	8.9	-0.2	7.0	-0.4	0.9	-2.0	-0.4	1.8

(further entries)
canonical_smiles	Efflux pump inh	HCV core dimer	TPT1 inhibitor	ZTA DNA inh	PP1 inh	PP5 inh	PREPL inhibitor	CTSL1 counter	EBNA-1 inhibitor
O=C1O/C(=C\c2ccccc2)c2ccccc21	0.0	-0.2	2.5	-1.5	-0.6	0.6	-32.9	4.4	5.0
Cc1ccc(NC(=S)NC(=O)C2CCC2)cc1C	0.0	1.3	-2.3	5.1	6.3	3.1	0.0	2.1	10.9
Cc1nc2ccccc2c(=O)n1-c1ccc(F)c(NC(=O)c2cccs2)c1	0.3	-1.5	1.9	-7.0	-6.3	2.9	4.8	3.9	-3.3
Nc1ccc(Cl)c[n+]1Cc1cccc2cccnc12	0.3	1.6	1.2	15.7	-7.2	-1.6	9.4	2.8	-7.2
CC(C)OC(=O)C(CC(=O)O)N1CCOCC1 (stereo not drawn)	-0.1	-2.0	-3.2	5.7	-4.6	1.2	-6.6	-0.5	2.4
COc1ccccc1N=Cc1c(O)c2ccccc2oc1=O	-0.4	1.5	0.2	-2.4	4.0	2.0	-1.3	1.4	-8.5
Cc1ccc(S(=O)(=O)N(CC(=O)Nc2cccc(C(F)(F)F)c2)C(=O)N2CCN(C)CC2)cc1	-0.1	-0.4	-2.8	-1.2	-4.5	-0.5	18.2	4.0	-0.4
COc1ccc(C(C)=O)cc1CSc1nnc(-c2ccncc2)n1C	0.0	-2.6	-5.3	-17.2	1.2	-1.8	-1.8	-2.9	8.6
O=c1c2c([nH]c3ccccc13)CCCC2	0.0	-0.6	-3.1	2.7	-3.0	0.4	4.3	0.2	-3.4
COc1ccc(C2/C=C\CN(S(=O)(=O)/C=C/c3ccccc3)CC(=O)N2Cc2ccc(F)cc2)cc1 (stereo not drawn)	-0.1	3.0	-1.1	-11.4	5.3	1.5	9.4	2.7	-5.8
CC(C)CCNC(=O)NC(=O)COC(=O)CCN=C1NS(=O)(=O)c2ccccc21	-0.3	-1.7	0.1	-1.1	1.0	0.6	4.9	-0.4	4.3
O=C(Nc1ccc(Cl)cc1)c1csc(-c2ccncc2)n1	0.1	1.9	-2.7	-1.8	4.6	2.2	-4.5	-1.5	-0.7

Only part of the results is shown; rates above refer to the full screens.
